Pol beta inh = blocks human DNA polymerase beta activity; P06746; Pol beta primer extension/strand displacement, fluorescence kinetic; Potency, µM (top dose mostly 114 µM), inactives show top-dose activity change, negative = inhibition, most hits filed as inhibitors; hit rate 1.3% among 340,000; AID 485314; also: potency is read from the fitted curve at half-maximal effect; % is scaled to controls: 0 for no effect and ±100 for the full control effect
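Human Pol beta at 10 nM; strand-displacement substrate 50 nM final. Compound exposure 15 min at room temperature before start, reaction 10 min at room temperature.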
LDHA block = LDHA (human) enzyme inhibition; purified LDHA, NADH/diaphorase-resazurin fluorescence; hits give low values; activity change, % (values are at about 110 or 230 µM); hit rate 0.15% among 480,000; AID 1347041; in the data active = activity change below about -30%; inconclusive = mostly about -25% to -30%;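 also: plate controls were DMSO wells for no effect and wells without enzyme for full effect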
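Enzyme activity of human lactate dehydrogenase 5 (2 nM; 0.06 mM NADH, 0.2 mM pyruvate, 5 min, RT) is measured via a resazurin/diaphorase fluorescence readout of residual NADH.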
POLK inh = DNA polymerase kappa (human) inhibition. Q9UBT6. purified Pol kappa, fluorescent DNA synthesis assay, 10 min. Potency, µM (doses to about 107 µM), for the others: top-dose activity, negative = inhibition, actives largely listed as inhibitors. hit rate 0.53% among 400,000. AID 588579; also: potency is read from the fitted curve at half-maximal effect; % is scaled to controls: 0 for no effect and ±100 for the full control effect
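Here, compound and 10 nM enzyme are combined for 15 min at room temperature; adding 50 nM substrate (final) starts DNA synthesis, tracked by fluorescence at 0 and 10 min against buffer-only wells.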
BLM helicase inh = Bloom syndrome helicase (human) inhibition; hit rate 0.2% among 350,000; Potency, µM (top dose mostly 56.1 µM), for inactives: at the highest dose activity change, negative = inhibition, hits mostly inhibitors; recombinant BLM DNA unwinding, fluorescence dequenching; AID 2528;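 also: potency is read from the fitted curve at half-maximal effect; plate controls were vehicle for no effect and no enzyme for full effect; nearly all actives have a fitted effect of over 35% in size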
POLH inh = inhibitors of human DNA polymerase eta; hit rate 1.2% among 390,000; recombinant Pol eta, fluorescent DNA replication assay; Q9Y253; Potency, µM (series often up to 114 µM), for the others: at the highest dose activity change, negative = inhibition, hits mostly inhibitors; also: potency is read from the fitted curve at half-maximal effect; % is scaled to controls: 0 for no effect and ±100 for the full control effect
Target sequence (Q9Y253 whole entry, looked up): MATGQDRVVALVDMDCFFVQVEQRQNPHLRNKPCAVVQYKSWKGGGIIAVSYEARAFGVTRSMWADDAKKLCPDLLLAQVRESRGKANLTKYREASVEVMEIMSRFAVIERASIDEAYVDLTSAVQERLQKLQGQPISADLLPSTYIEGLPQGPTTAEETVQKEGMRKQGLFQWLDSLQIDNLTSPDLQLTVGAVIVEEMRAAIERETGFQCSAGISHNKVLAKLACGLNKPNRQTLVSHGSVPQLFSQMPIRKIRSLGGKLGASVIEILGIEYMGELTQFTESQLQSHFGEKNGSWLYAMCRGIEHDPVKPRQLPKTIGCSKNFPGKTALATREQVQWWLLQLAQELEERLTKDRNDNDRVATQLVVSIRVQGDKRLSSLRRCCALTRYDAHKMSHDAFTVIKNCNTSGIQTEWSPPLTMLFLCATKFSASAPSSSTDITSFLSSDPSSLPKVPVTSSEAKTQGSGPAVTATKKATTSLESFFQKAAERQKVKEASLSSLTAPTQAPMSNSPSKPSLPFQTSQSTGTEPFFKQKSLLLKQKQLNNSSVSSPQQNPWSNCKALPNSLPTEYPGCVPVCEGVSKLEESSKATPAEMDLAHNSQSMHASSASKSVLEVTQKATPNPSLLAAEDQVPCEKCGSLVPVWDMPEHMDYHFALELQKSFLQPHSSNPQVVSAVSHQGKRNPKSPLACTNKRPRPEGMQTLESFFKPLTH
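Pol eta (10 nM) was preincubated with compounds for 15 min at room temperature, after which fluorescent replication substrate (50 nM final) was added to start the reaction. Fluorescence was read kinetically at 0 and 10 min.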
POLI inh = blocks human DNA polymerase iota activity; Q9UNA4; Pol iota fluorescent replication assay, 10 min; Potency, µM (series often up to 115 µM), for inactives: at the top dose activity, negative = inhibition, hits mostly inhibitors; hit rate 1% among 390,000; AID 588590; also: potency is read from the fitted curve at half-maximal effect
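Pol iota at 10 nM preincubated 15 min with compounds at room temperature; reaction started with fluorescent substrate, 50 nM final. Fluorescence read kinetically at 0 and 10 min; buffer-only wells as negative control.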
Apoferritin bind = binds horse apoferritin like a general anesthetic; AID 485281; hit rate 0.074% among 350,000; Potency, µM (series often up to 77.5 µM), for the others: at the highest dose activity change, negative = displacement, usual class: inhibitors; P02791; apoferritin/1-aminoanthracene competitive binding, fluorescence; also: potency is read from the fitted curve at half-maximal effect; % is scaled to controls: 0 for no effect and ±100 for the full control effect; nearly all actives have a fitted effect of over 20% in size
Target sequence (P02791 2-175 limits assumed): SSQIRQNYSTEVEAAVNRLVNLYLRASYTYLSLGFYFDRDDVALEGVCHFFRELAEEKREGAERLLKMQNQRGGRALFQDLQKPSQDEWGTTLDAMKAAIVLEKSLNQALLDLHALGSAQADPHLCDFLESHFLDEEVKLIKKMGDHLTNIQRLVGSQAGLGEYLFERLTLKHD
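Read-out: endpoint 1-AMA fluorescence, excitation 380 nm and emission 535 nm, after compounds sit 10 min at room temperature with 10 uM horse-spleen apoferritin in 50% saturated 1-AMA/PBS. Values come from four-parameter Hill fits.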
APEX1 inh = APE1 (human) endonuclease inhibition; P27695; recombinant APE1, TAMRA/BHQ-2 abasic DNA cleavage fluorescence; Potency, µM (doses to about 65.8 µM), inactives show top-dose activity change, negative = inhibition, hits mostly inhibitors; hit rate 0.35% among 350,000;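 also: potency is read from the fitted curve at half-maximal effect; plate controls were vehicle for no effect and reference inhibitor for full effect; nearly all actives have a fitted effect of over 55% in size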
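Quantitative HTS: incision of a TAMRA/BHQ-2 double-stranded substrate bearing a tetrahydrofuran abasic site by 0.75 nM APE1 raises fluorescence. Substrate 50 nM final, added after 15 min compound preincubation at room temperature; progress as third-minus-first kinetic read difference.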
Glioma ERSR ind = induces the endoplasmic reticulum stress response in human glioma cells. hit rate 0.02% among 420,000. AID 602332. Potency, µM, for inactives: at the highest dose activation, hits mostly activators. U87-MG GRP78 promoter luciferase reporter, 16 h; also: potency is read from the fitted curve at half-maximal effect; series mostly up to about 76 µM; % of control where 0% means no effect; nearly all actives have a fitted effect of over 35% in size
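Stably transfected U87-MG glioma cells carrying a GRP78-based luciferase sensor; 16 h compound incubation. Luminescence end-point read 10 min after Bright-Glo addition at room temperature.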
Starred values were filed as active, the others as inactive; ? = inconclusive; nt = no result given; [ ] = another dose, or the depositor's remark. Unless noted, calls follow the shape of the dose curve; as a rule, active = well fitted curve in the direction sought with a large enough effect; inconclusive = small, poorly fitted or top-dose-only effect, or another doubt; inactive = no such curve, though single readings can be large; an effect the other way counts as inactive or inconclusive.

Every second line gives: Pol beta inh, LDHA block, POLK inh, BLM helicase inh, POLH inh, POLI inh, Apoferritin bind, APEX1 inh, Glioma ERSR ind
> CC1CCN(C(=O)CNC(=O)CNC(=O)Cc2ccccc2)CC1
  30%, -2, -1%, -2%, -18%, 19%, -2%, 10%, -5%
> CCOC(=O)c1[nH]c(C)c(/C(O)=C2\C(=O)C(=O)N(CCN3CCOCC3)C2c2cccs2)c1C (stereo unspecified)
  27%, 0, -19%, 1%, 0%, ?, -14%, -1%, 1%
> CC12CCC(C(=O)NNC(=O)c3ccc(Br)cc3)(OC1=O)C2(C)C (stereo unspecified)
  18%, -9, -4%, 1%, -3%, 9%, -5%, 8%, 0%
> CCN1C(=O)c2cccc3c(S(=O)(=O)Nc4ncccc4C)ccc1c23
  11%, 13, -6%, 1%, 0%, -8%, -12%, -5%, -4%
> COc1ccc(CCn2c(NN=C(C)C)nc3c2c(=O)[nH]c(=O)n3C)cc1
  0%, 16, -24%, -5%, 0%, ?, -10%, -1%, -4%
> CCN(CC)S(=O)(=O)c1ccc(N2CCOCC2)c(NC(=O)c2cnccn2)c1
  13%, -9, -7%, 2%, 16%, 23%, -7%, -4%, 1%
> CC1(C)N=C(c2ccccc2)C(c2ccccc2)=N1
  nt, -12, -11%, nt, -1%, 26%, nt, nt, -3%
> Cc1cccc(OCc2nc(-c3ccc(-n4cccc4)cc3)no2)c1
  2%, -4, -3%, -1%, 2%, 36%[activator], -6%, 11%, -6%
> COc1ccc(NC(=S)Nc2ccccc2OC)c(OC)c1
  -16%, -4, -5%, 2%, 1%, 24%, -13%, 2%, 0%
> O=[N+]([O-])c1cc2c(cc1/C=N/Nc1nc(N3CCCC3)nc(N3CCCC3)n1)OCO2
  0%, -7, -11%, -6%, -16%, 98%[activator], -4%, 10%, -2%
> Cc1ccc(NC(=O)CCn2cnc3onc(-c4ccc(F)cc4)c3c2=O)c(Br)c1
  4%, 0, -9%, -1%, -24%, 14%, ?, nt, -1%
> COc1ccc(-c2cc(-c3ccco3)[nH]c(=O)c2C#N)cc1OC
  ?, 4, 79µM*, -12%, 56µM*, 10µM*, -12%, -7%, 0%
> Cc1coc2cc3oc(=O)c(Cc4ccccc4)c(C)c3cc12
  ?, -9, -6%, 0%, 0%, 6%, -4%, 0%, -2%
> ClCC1CN(Cc2ccccc2Cl)CCO1 (stereo unspecified)
  9%, -6, -2%, 1%, -5%, 34%[activator], ?, 5%, -2%
> COc1ccc(C(=O)CSc2nnc(NC(=O)C3CC(=O)N(c4cccc(OC)c4)C3)s2)cc1 (stereo unspecified)
  -1%, -5, -18%, -4%, 2%, 0%, -20%, -1%, 1%
> COc1ccccc1N(C(=O)c1ccco1)C(C(=O)NC1CCCCC1)c1cc(OC)c(OC)c(OC)c1 (stereo unspecified)
  24%, -4, -3%, -4%, -11%, 44%[activator], -14%, 47%[activator], 1%
> COc1ccc(-c2cc(C(=O)NCc3ccco3)c3ccccc3n2)cc1OC
  nt, -4, 8%, nt, -4%, 38%[activator], nt, nt, 0%
> CCc1ccccc1NC(=O)N1CCN(c2cc(-c3noc(C)n3)ccc2C)CC1
  2%, -3, 0%[60.1 µM], 2%, 0%, 3%, 108%[activator], nt, -2%
> COc1ccc(NC(=O)CCCc2nc(-c3ccco3)no2)c(OC)c1
  -14%, 0, 11%, 1%, -6%, 33%[activator], -4%, nt, -3%
> O=C(CC(=O)Nc1ccccc1[N+](=O)[O-])Nc1ccccc1[N+](=O)[O-]
  28%, -9, -16%, -6%, 6%, 21%, ?, 13%, -10%
> COc1cc(OC)cc(-c2nnc(Nc3nc4c(F)cccc4s3)o2)c1
  -3%, -2, -10%, -18%, ?, -8%, 1%, -1%, -10%
> CC1(C)CC(NC(=O)C2CCC(=O)N(C3CC3)C2)CC(C)(C)C1 (stereo unspecified)
  -30%, -5, -7%, -2%, -14%, 63%[activator], -10%, 7%, -7%
> Nc1ncc(Br)cc1S(=O)(=O)N1CCCCCC1
  3%, -2, -8%, -4%, 0%, 26%, -8%, 9%, -7%
> Cc1csc(NC(=O)c2ccc3nc[nH]c3c2)n1
  46%, -3, -10%, 2%, 1%, 24%, 2%, -7%, -7%
> O=C(Nc1ccc(Cl)c([N+](=O)[O-])c1)c1ccco1
  1%, -4, -11%, -1%, -26%, 24%, -13%, 5%, 0%
> O=C(O)/C=C/c1cn(-c2ccccc2)nc1-c1cccc([N+](=O)[O-])c1
  7%, -3, 2%, 0%, -15%, 22%, 6%, 3%, -1%
> Cc1ccc(NC(=O)c2oc3ccccc3c2NC(=O)C2CCCO2)cc1C (stereo unspecified)
  8%, -6, -16%, -25%, -21%, 135%[activator], -13%, -13%, 7%
> O=C(NCC(=O)N1CCN(C/C=C/c2ccccc2)CC1)c1ccc(OC(F)F)cc1
  nt, -9, -15%, nt, -5%, 6%, nt, 20%, -2%
> COc1ccc(-c2csc(NC(=O)Cc3ccccc3F)n2)c(OC)c1
  20%, -8, 3%, -15%, -27%, 19%, -8%, -15%, 3%
> CCN(CC)S(=O)(=O)c1ccc(Cl)c(NC(=O)c2ccc(C#N)cc2)c1
  8%, 0, -14%, -4%, -7%, 5%, -19%, 8%, -4%
> NC(=O)Cc1nc(-c2ccccc2)cs1
  -17%, -7, -14%, 0%, -7%, 3%, -6%, -1%, 1%
> CSc1nc(=S)n(-c2cc(C)ccc2C)c(C)c1C(C)=O
  -12%, 5, -7%, -3%, 7%, 109%[activator], -16%, -3%, 4%
> Cc1cccc(-c2nc(CSc3nncn4c3cc3sccc34)c(C)o2)c1
  9%, -7, -1%, -5%, -4%, 37%[activator], 6%, nt, -3%
> Cc1cccc(C)c1NC(=S)NN1CCN(C)CC1
  30%, -7, -1%, -3%, -8%, 8%, 0%, 24%, -2%
> CC1=C(C(=O)Nc2ccccc2)C(c2ccc(O)cc2)n2nc(SCc3ccccc3)nc2N1 (stereo unspecified)
  1%, -2, -6%, 0%, 5%, 14%, -8%, nt, 0%
> Cc1ccc(NC(=O)COc2ccccc2)c(NC(=O)c2ccccc2C)c1
  nt, -4, -12%, nt, 2%, 2%, nt, nt, -2%
> N#Cc1ccccc1Cn1c(=O)n(CCCC(=O)NCc2ccccc2Cl)c(=O)c2ccccc21
  1%, -10, -60%, 3%, -10%, 89µM*, 45%[activator], nt, -3%
> Cc1cc(C)c(C#N)c(SCC(=O)Nc2c(C)n(C)n(-c3ccccc3)c2=O)n1
  nt, -10, 6%, nt, -3%, 46%[activator], nt, 2%, -3%
> Cc1cc(C)c(C)c(S(=O)(=O)Nc2ccccc2N2CCOCC2)c1C
  nt, -15, -13%, nt, -15%, -5%, nt, 7%, -8%
> O=C(COc1ccc(Cl)cc1Br)NC1CC1
  nt, -17, -6%, nt, -7%, -9%, nt, 12%, 2%
> Cc1ccc(SCc2nc(-c3ccc(C(=O)NCCc4ccc(Cl)cc4)cc3)oc2C)cc1
  1%, -4, -3%, 0%, 0%, 16%, -8%, nt, -1%
> CCOC(=O)N1CCC(NC(=O)CCC(=O)N2CC(C)Oc3ccc(Cl)cc32)CC1 (stereo unspecified)
  -2%, -4, -4%, -1%, -16%, 11%, -3%, -3%, 2%
> O=C(CCC1CCCN(Cc2ccncc2)C1)NCc1ccc(F)c(F)c1 (stereo unspecified)
  3%, -4, -16%, 3%, -6%, 99%[activator], -5%, 10%, 2%

Part of the list above, tab-delimited.
molecule	Pol beta inh	LDHA block	POLK inh	BLM helicase inh	POLH inh	POLI inh	Apoferritin bind	APEX1 inh	Glioma ERSR ind
NC(=O)Cc1nc(-c2ccccc2)cs1	-17%	-7	-14%	0%	-7%	3%	-6%	-1%	1%
CSc1nc(=S)n(-c2cc(C)ccc2C)c(C)c1C(C)=O	-12%	5	-7%	-3%	7%	109%[activator]	-16%	-3%	4%
Cc1cccc(-c2nc(CSc3nncn4c3cc3sccc34)c(C)o2)c1	9%	-7	-1%	-5%	-4%	37%[activator]	6%	nt	-3%
Cc1cccc(C)c1NC(=S)NN1CCN(C)CC1	30%	-7	-1%	-3%	-8%	8%	0%	24%	-2%
CC1=C(C(=O)Nc2ccccc2)C(c2ccc(O)cc2)n2nc(SCc3ccccc3)nc2N1 (stereo unspecified)	1%	-2	-6%	0%	5%	14%	-8%	nt	0%
Cc1ccc(NC(=O)COc2ccccc2)c(NC(=O)c2ccccc2C)c1	nt	-4	-12%	nt	2%	2%	nt	nt	-2%
N#Cc1ccccc1Cn1c(=O)n(CCCC(=O)NCc2ccccc2Cl)c(=O)c2ccccc21	1%	-10	-60%	3%	-10%	89µM*	45%[activator]	nt	-3%
Cc1cc(C)c(C#N)c(SCC(=O)Nc2c(C)n(C)n(-c3ccccc3)c2=O)n1	nt	-10	6%	nt	-3%	46%[activator]	nt	2%	-3%
Cc1cc(C)c(C)c(S(=O)(=O)Nc2ccccc2N2CCOCC2)c1C	nt	-15	-13%	nt	-15%	-5%	nt	7%	-8%
O=C(COc1ccc(Cl)cc1Br)NC1CC1	nt	-17	-6%	nt	-7%	-9%	nt	12%	2%

A portion of the library, so the mix of outcomes need not match the whole.
